Bim-Bfl-1 – disrupts Bim binding to human Bfl-1; 0.12% of 190,000 active; Q16548; Bead-based flow cytometry, Bim-Bfl-1 binding inhibition; inhibition, % at 10 µM; AID 1008;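 further: 0% = wells without compound plus tracer and 100% = blocker peptide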
Mcl-1 Bim block – inhibitors of Bim-Mcl-1 interaction, human. Bead-based flow cytometry, Bim peptide-Mcl-1 binding. 0.1% of 190,000 active. Q07820. inhibition, % at 10 µM;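 further: 0% = no compound tracer wells and 100% = peptide blocker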
Target sequence (Q07820 whole entry, looked up): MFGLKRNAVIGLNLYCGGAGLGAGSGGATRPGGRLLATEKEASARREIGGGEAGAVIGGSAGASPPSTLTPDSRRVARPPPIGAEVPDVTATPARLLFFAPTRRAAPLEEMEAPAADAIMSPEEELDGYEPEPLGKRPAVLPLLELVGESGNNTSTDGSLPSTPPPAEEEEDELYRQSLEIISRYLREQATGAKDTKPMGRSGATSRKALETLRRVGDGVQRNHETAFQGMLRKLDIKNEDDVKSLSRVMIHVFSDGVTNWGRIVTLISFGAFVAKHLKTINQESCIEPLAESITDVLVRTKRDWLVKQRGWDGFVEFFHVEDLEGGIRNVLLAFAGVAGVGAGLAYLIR
Mcl1-Bid inh – disrupts binding of human Mcl-1 to Bid peptide; TR-FRET Mcl-1/Bid-Dy647 peptide binding, 1536-well; inhibition, % at 21.7 µM; 0.97% of 220,000 active; AID 1021;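 active means compounds that cut the binding signal by more than half at the single screening dose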;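 further: His-tagged Mcl-1 with europium anti-His antibody binding Bid BH3 peptide; 0% = Mcl-1 plus peptide wells and 100% = peptide-only wells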
RGS7-Gao – regulators of human RGS7-Galphao interaction | 0.35% of 220,000 active | binding response (% of control), % at 10 µM | AID 1439 | Multiplexed bead flow cytometry, RGS7-Galphao binding; actives lie on both sides | P09471; in the data active means binding response below about 49% or above about 150%; inconclusive means no clear call, values can overlap the other calls; inactive means in between;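 further: fluorescent Galphao held in activated GDP-AlF4 state binding bead-coupled RGS7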
Target sequence (P09471 whole entry, looked up): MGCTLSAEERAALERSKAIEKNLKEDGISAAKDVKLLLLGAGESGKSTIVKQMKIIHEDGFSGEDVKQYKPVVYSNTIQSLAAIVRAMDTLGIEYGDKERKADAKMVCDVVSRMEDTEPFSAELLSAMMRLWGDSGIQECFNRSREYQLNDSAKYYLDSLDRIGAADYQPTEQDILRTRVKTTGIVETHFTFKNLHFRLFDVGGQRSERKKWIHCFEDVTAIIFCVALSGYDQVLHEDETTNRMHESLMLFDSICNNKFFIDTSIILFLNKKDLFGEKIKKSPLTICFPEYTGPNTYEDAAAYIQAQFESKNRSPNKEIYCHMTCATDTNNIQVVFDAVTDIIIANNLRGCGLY
Bim-Bcl-XL – human Bim-Bcl-XL interaction inhibition; Q07817; AID 1007; inhibition, % at 10 µM; 0.04% of 190,000 active; Bim peptide-Bcl-XL binding, bead flow cytometry, fluorescence
Target sequence (Q07817 whole entry, looked up): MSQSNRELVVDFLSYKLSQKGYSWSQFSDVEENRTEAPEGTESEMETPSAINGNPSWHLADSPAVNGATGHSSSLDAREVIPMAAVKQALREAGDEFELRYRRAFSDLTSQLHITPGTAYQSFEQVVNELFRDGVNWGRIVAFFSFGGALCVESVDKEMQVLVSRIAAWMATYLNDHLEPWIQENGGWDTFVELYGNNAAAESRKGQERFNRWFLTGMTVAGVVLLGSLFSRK
Bim-Bcl-B – inhibitors of Bim-Bcl-B interaction, human. bead-based flow cytometry, Bim peptide-Bcl-B binding. inhibition, % at 10 µM. 0.073% of 190,000 active;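 further: 0% = tracer peptide without compound and 100% = reference inhibitor peptide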
Bim-Bcl-2 – inhibitors of Bim-Bcl-2 interaction, human | P10415 | 0.06% of 190,000 active | Bead-based flow cytometry, Bim peptide-Bcl-2 binding | inhibition, % at 10 µM; in the data active means inhibition above about 40%; inconclusive means no clear call, values can overlap the other calls;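 further: 0% = no compound wells with probe peptide and 100% = reference peptide inhibitor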
RGS4-Gao reg – human RGS4-Galphao interaction regulation. 0.33% of 220,000 active. binding response (% of control), % at 10 µM. Multiplexed bead flow cytometry, RGS4-Galphao binding; actives lie on both sides. P09471. AID 1415; in the data active means binding response below about 49% or above about 150%; inactive means in between;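 further: fluorescent Galphao activated with aluminum fluoride binding bead-coupled RGS4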
RGS8-Gao – regulators of human RGS8-Galphao interaction; AID 1423; 0.34% of 220,000 active; response (percent of control binding), % at 10 µM; multiplexed bead flow cytometry, RGS8-Galphao binding; actives lie on both sides; in the data active means response below about 60% or above about 140%; inactive means in between;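 further: Galphao activated as the GDP aluminium fluoride complex binding bead-coupled RGS8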
Bcl-W Bim block – human Bim-Bcl-W interaction inhibition | 0.02% of 190,000 active | bead-based flow cytometry, Bim peptide-Bcl-W binding | inhibition, % at 10 µM | Q92843;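 further: 0% = bound tracer without compound and 100% = peptide blocker; higher means less fluorescent Bim peptide bound to Bcl-W beads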
Mcl1-Noxa inh – disrupts binding of human Mcl-1 to Noxa peptide; Q07820; TR-FRET Mcl-1/Noxa peptide binding, 2 h; inhibition, % at 21.7 µM; 1.5% of 220,000 active;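 active means compounds that cut the protein-peptide binding signal by more than 50% relative to plate controls in a single-dose test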;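 further: His-tagged Mcl-1 with rhodamine Noxa BH3 peptide and terbium anti-His antibody; 0% = Mcl-1 plus Noxa peptide wells and 100% = peptide-only wells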
The depositor's hits bear a star; ? = inconclusive; / = not tested or not shown. Unless noted, no stated cut-off is given here; in the data, active means inhibition above about 40%.

SMILES	Bim-Bfl-1	Mcl-1 Bim block	Mcl1-Bid inh	RGS7-Gao	Bim-Bcl-XL	Bim-Bcl-B	Bim-Bcl-2	RGS4-Gao reg	RGS8-Gao	Bcl-W Bim block	Mcl1-Noxa inh
O=C(CCN1C(=O)c2ccncc2C1=O)Nc1cc(F)ccc1F	-8.0	0.0	-22.4	105.4	-4.0	-5.0	-5.0	102.1	104.8	-3.0	9.2
CCOc1ccc(-n2c(C)nc3cc(C(=O)NCCN4CCOCC4)ccc32)cc1	-3.0	4.0	-9.1	96.5	-4.0	-1.0	2.0	99.5	100.6	0.0	8.6
ClC(Cl)c1nnc(-c2ccccc2)c(-c2c[nH]c3ccccc23)n1	-6.0	1.0	-15.2	96.9	-5.0	-8.0	-15.0	98.2	98.4	0.0	25.2
CC(=O)N(C)c1nnc(-c2cnccn2)s1	2.0	1.0	-2.8	98.7	-1.0	4.0	4.0	99.4	92.1	0.0	17.7
N#CCCN(CCC#N)S(=O)(=O)c1ccc(C(=O)Nc2nnc(C3=COCCO3)o2)cc1	-8.0	0.0	-10.8	103.2	-2.0	-5.0	-3.0	106.3	109.2	-1.0	-0.6
Cc1ccc(NC(=O)c2ccc3c(c2)OCCO3)cc1S(=O)(=O)Nc1cccc(Cl)c1	4.0	5.0	22.2	101.5	4.0	4.0	0.0	102.1	105.3	6.0	5.7
CCOc1ccc(N(CC(=O)Nc2ccc(C)c(C)c2)S(=O)(=O)c2c(C)noc2C)cc1	-7.0	-2.0	-2.2	100.6	-4.0	-8.0	-10.0	100.8	100.2	-6.0	-23.4
CCCCN(C(=S)Nc1ccccc1)C1CCS(=O)(=O)C1 (configuration not stated)	-12.0	-3.0	-9.2	104.7	-8.0	-6.0	-7.0	105.0	102.2	-4.0	-7.6
COc1ccc(CC(=O)NC(C)c2nnc(SCC(=O)Nc3ccccc3F)n2C)cc1 (configuration not stated)	1.0	-4.0	6.2	102.0	-1.0	2.0	-3.0	101.1	99.7	-2.0	-4.0
COC(=O)c1c(NC(=O)c2nc3ccccc3s2)sc2c1CCN(C(C)=O)C2	-6.0	-1.0	-1.3	99.0	-5.0	-13.0	-10.0	102.0	100.5	-5.0	0.4
CN1OC(COC(=O)c2ccccc2)CC1c1ccccc1 (configuration not stated)	-15.0	-4.0	-2.0	101.3	-8.0	-8.0	-13.0	100.2	99.3	0.0	-1.0
CCN(CC)N=Nc1[nH]nc2nc(C)cc(C)c12	4.0	-2.0	-3.2	102.7	0.0	0.0	0.0	97.2	96.7	0.0	16.4
COc1cccc(CC(NC(C)=O)C(=O)NC2CCN(c3nnnn3-c3ccccc3)CC2)c1OC (configuration not stated)	-5.0	-2.0	-16.4	?	0.0	-3.0	-2.0	100.3	99.0	0.0	4.7
Cc1ccc(NC(=O)CN2C(=O)NC3(CCCc4ccccc43)C2=O)cc1S(=O)(=O)N1CCOCC1 (configuration not stated)	-3.0	0.0	-17.9	101.8	-2.0	-4.0	0.0	102.8	100.5	1.0	9.7
CCCCN(C)C(=O)CCCCn1c(=O)[nH]c2cc(OCC)c(OCC)cc2c1=O	0.0	0.0	19.1	102.8	-2.0	1.0	0.0	106.7	97.6	-1.0	-2.7
O=C(O)CSc1nccn1-c1cccc(Cl)c1	-10.0	-1.0	-14.0	96.7	-10.0	-5.0	-3.0	102.8	99.9	3.0	-2.3
CCC(CC)C1C(C#N)=C(N)SC(N)=C1C#N	4.0	0.0	-24.8	97.5	-3.0	-1.0	0.0	93.3	90.9	0.0	-8.1
O=C(c1cccnc1)N1CCC(Oc2ccc(C(=O)N3CCCCO3)cc2)CC1	-8.0	0.0	-7.0	100.5	-5.0	-4.0	-4.0	101.1	102.7	-1.0	2.2
CC1(C)OC(=O)C(=NNc2ccc(O)cc2)C(=O)O1	-18.0	-5.0	-29.8	100.8	-8.0	-18.0	-7.0	101.0	103.7	-1.0	6.4
COc1ccc(/C=C/C(=O)NCc2cn(C)nc2C)cc1COc1ccc(Cl)cc1Br	-15.0	0.0	-22.7	88.8	-7.0	-6.0	-7.0	92.8	94.9	0.0	3.9
O=C(COc1ccc2ccccc2c1CN1CCOCC1)N1CCc2ccccc21	-20.0	-2.0	-11.4	99.7	-6.0	-11.0	-7.0	100.6	103.6	-2.0	-1.0
Cc1cc(C(F)(F)F)nc(SCC(=O)Nc2cc(C)on2)n1	9.0	7.0	11.6	97.3	5.0	3.0	4.0	101.4	97.1	4.0	1.8
Cc1cc(NC(=S)Nc2ccc(C)c(Cl)c2)n[nH]1	0.0	0.0	-51.2	?	-2.0	-8.0	0.0	98.9	99.1	-4.0	3.0
CC(C)(C)CC(=O)NCc1ccc(F)cc1	-4.0	0.0	0.6	87.5	-3.0	-6.0	-11.0	91.6	94.9	-2.0	13.9
O=C1C(Cl)=C(Nc2ccc3cn[nH]c3c2)C(=O)c2ccccc21	/	/	-67.2	?	/	/	/	90.9	70.5	/	92.8*

The final 2 entries of the section before come first, to join the parts:
SMILES	Bim-Bfl-1	Mcl-1 Bim block	Mcl1-Bid inh	RGS7-Gao	Bim-Bcl-XL	Bim-Bcl-B	Bim-Bcl-2	RGS4-Gao reg	RGS8-Gao	Bcl-W Bim block	Mcl1-Noxa inh
CC(C)(C)CC(=O)NCc1ccc(F)cc1	-4.0	0.0	0.6	87.5	-3.0	-6.0	-11.0	91.6	94.9	-2.0	13.9
O=C1C(Cl)=C(Nc2ccc3cn[nH]c3c2)C(=O)c2ccccc21	/	/	-67.2	?	/	/	/	90.9	70.5	/	92.8*
CCC(=O)Oc1ccc(C(=O)Nc2ccc([N+](=O)[O-])cc2)cc1	-10.0	0.0	3.6	?	-2.0	-1.0	-6.0	100.0	100.1	-4.0	9.5
COc1ccc(NS(=O)(=O)c2cc(NC(=O)c3cccnc3Cl)ccc2N2CCCC2)cc1	/	/	-8.6	?	/	/	/	99.9	104.7	/	10.0
O=C(N1CCCCC1)N1CCN(C(c2ccccc2)c2ccccc2)CC1	-8.0	0.0	-15.1	104.3	-3.0	-5.0	-10.0	108.2	103.0	4.0	21.0
COc1ccc(C2N(C(=O)CN3CCOCC3)CCN2S(=O)(=O)c2ccccc2)cc1 (configuration not stated)	-8.0	-3.0	-7.1	102.3	0.0	-1.0	-2.0	100.0	100.2	0.0	20.5
CCn1c(Cc2ccc(OC)cc2)nnc1SCC(=O)NC1CCCCC1	0.0	-1.0	-11.3	99.7	0.0	1.0	1.0	104.6	102.0	1.0	8.5
O=C1N/C(=N/O)S/C1=C/c1cccc([N+](=O)[O-])c1	0.0	2.0	1.3	93.9	-1.0	0.0	-1.0	98.0	101.2	1.0	11.9
O=C(O)c1cccc(S(=O)(=O)NCCc2ccccc2)c1	2.0	-5.0	-38.6	96.9	-4.0	1.0	0.0	100.3	98.5	-3.0	5.4
O=C(O)c1cnn(-c2nc(-c3ccc(F)cc3)cs2)c1C(F)(F)F	-7.0	-2.0	-0.8	96.4	0.0	0.0	2.0	97.3	98.6	0.0	8.1
CCN(CC(=O)Nc1cccc(C(C)=O)c1)S(=O)(=O)c1ccc(C)cc1	-1.0	0.0	-48.2	125.9	-1.0	1.0	-4.0	115.4	114.7	-5.0	4.4
COC(=O)c1ccc2c(=O)n(CC3CCCO3)c(=S)[nH]c2c1 (configuration not stated)	-12.0	-7.0	-16.1	99.9	-10.0	-11.0	-5.0	101.2	100.8	-5.0	3.0
CC(C)c1nnc(NC(=O)CS(=O)(=O)Cc2ccccc2)s1	-1.0	-5.0	-1.6	101.7	-2.0	-21.0	-2.0	98.7	97.2	-1.0	6.5
COC(=O)C(CCSC)NC(=O)c1cccc([N+](=O)[O-])c1 (configuration not stated)	-1.0	0.0	-101.8	96.8	0.0	2.0	-3.0	85.5	97.2	2.0	-13.0
CCNC(=S)N1CCN(CCNC2=CC(=O)CC(C)(C)C2)CC1	-1.0	2.0	-34.6	104.9	0.0	0.0	0.0	100.7	100.9	1.0	1.1
OCCC1CN(Cc2cccn2-c2ncccn2)CCN1C1CCCC1 (configuration not stated)	-5.0	-4.0	-39.9	104.0	-7.0	-14.0	-5.0	102.1	103.8	-7.0	1.1
O=C(CSc1n[nH]c(=O)n1C1CC1)c1ccc2c(c1)OCCO2	/	/	-7.7	?	/	/	/	98.2	100.0	/	0.8
Cc1nn(C)cc1S(=O)(=O)N1CCN(Cc2cccc(Cl)c2)CC1	-9.0	0.0	-7.0	110.0	-4.0	-2.0	-2.0	101.0	96.9	0.0	9.4
O=C(O)c1cnc2ccccc2n1	-8.0	0.0	-21.0	99.4	-10.0	-4.0	-7.0	100.1	101.0	3.0	10.1
C/C(CC(=O)Nc1ccc(Cl)c(Cl)c1)=N\NC(=O)Cc1ccccc1	-2.0	-2.0	-19.9	99.2	-3.0	-3.0	1.0	103.2	101.0	-1.0	8.1
Cc1ccc(S(=O)(=O)NC(=S)NC2CCCCC2)cc1	-2.0	-4.0	-21.3	98.0	-2.0	-3.0	-3.0	99.4	99.1	-1.0	14.9
Nc1nc2n(n1)C(c1ccc(Cl)cc1)CC(c1ccc(F)cc1)N2 (configuration not stated)	-6.0	0.0	-12.5	102.4	-1.0	0.0	0.0	103.7	103.0	5.0	18.4
N#Cc1cccc(NC(=O)CSc2nnc(-c3n[nH]c4ccccc34)o2)c1	-3.0	2.0	46.3	125.2	-2.0	-1.0	-1.0	101.3	100.6	-2.0	22.6
COc1ccc(/C(N)=N/OC(=O)/C=C/c2ccccc2)cc1	-2.0	-3.0	-15.0	102.4	-2.0	-5.0	-3.0	100.3	99.5	-4.0	9.7
Cc1ccc(-c2nnc(SCC(=O)NNC(=O)COc3ccccc3C)n2C)cc1	1.0	0.0	-32.4	106.1	-2.0	-2.0	1.0	104.3	103.2	-1.0	16.3
COc1cccc(NC(=O)NCCc2ccc(Cl)cc2)c1	-3.0	-2.0	-6.1	95.1	-4.0	-3.0	-2.0	96.0	94.9	-1.0	18.7
[O-][n+]1c2c(c3c4non(O)c4ccc31)CCCC2	0.0	3.0	-34.5	96.6	3.0	0.0	0.0	91.5	97.1	6.0	41.2
CN(C)c1cccc(C(=O)NCc2ccccc2)c1	-3.0	0.0	-28.4	?	-1.0	0.0	-4.0	97.9	98.2	2.0	4.1
Cc1ccc(S(=O)(=O)N/N=C/c2cc(Br)c(C)o2)cc1	0.0	-2.0	-67.0	94.3	0.0	-4.0	-4.0	95.3	99.7	0.0	-11.6

Some values from the list.
In Mcl-1 Bim block, `N#Cc1cccc(NC(=O)CSc2nnc(-c3n[nH]c4ccccc34)o2)c1` is listed with 2.0
In Bcl-W Bim block, `O=C(O)c1cnc2ccccc2n1` is listed with 3.0
In Bim-Bfl-1, `COc1ccc(C2N(C(=O)CN3CCOCC3)CCN2S(=O)(=O)c2ccccc2)cc1` (configuration not stated) is listed with -8.0
In RGS4-Gao reg, `O=C(O)c1cccc(S(=O)(=O)NCCc2ccccc2)c1` is listed with 100.3
In Bim-Bcl-B, `COC(=O)C(CCSC)NC(=O)c1cccc([N+](=O)[O-])c1` (configuration not stated) is listed with 2.0

Compound activity: PubChem BioAssay, several laboratories

No enrichment for hits. Share with any hit: about 2.7%.
